HSF1 inh: HSF1 inhibition | 300,000 compounds, 0.77% hits | NIH3T3-HGL HSE-luciferase, MG132-induced, luminescence 8 h; hits give low values | activity change, negative = inhibition, % at 7.5 µM (by protocol);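 active means more than half of replicate wells show activity change below -50%, luminescence cut by over half; inconclusive means some wells, but at most half, below -50%; inactive means no replicate well below -50%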;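 further: luciferase reports HSF-1 transcriptional activity via heat shock element; 0% = median of DMSO wells and -100% = zero luminescence signal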
aSyn UTR inh: 5' untranslated region of α-synuclein, MLPCN primary screen. inhibition, % (tested at 7.5 µM). alpha-synuclein 5'UTR reporter, inhibitor activity. 300,000 compounds, 0.82% hits; in the data active means inhibition above about 60%; inconclusive means no clear call, values can overlap the other calls;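 further: H4 neuroglioblastoma cells stably carrying SNCA 5'UTR luciferase fusion; 0% = DMSO wells and 100% = positive control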
HSF-1 act: increases HSF-1 driven luciferase reporter signal; NIH3T3-HGL HSF-1 luciferase reporter, MG132, 8 h; 100% = twice DMSO control signal; activation, % at 9 µM; 300,000 compounds, 1.7% hits; AID 504408;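 active means mean replicate activation of at least 50% with a set share of replicates each reaching 50%; inconclusive means only one of those two conditions met; inactive means mean below 50% and too few replicates reaching it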;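 further: 0% = median of the neutral control wells and 100% = twice that signal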
HSP90 inh: inhibitors of HSP90 luciferase refolding in rabbit reticulocyte lysate. luciferase refolding luminescence, 3 h. 290,000 compounds, 0.91% hits. AID 1789. inhibition, % at 5.6 µM;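 active means inhibition above the screen-wide mean plus 3 SD, computed separately per campaign, cut at about 16% in these data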;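 further: 0% = DMSO wells and 100% = 60 µM geldanamycin wells; inhibitors lower the luminescence because luciferase stays unfolded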
GSK3 alpha inh: human GSK-3 alpha kinase inhibition; P49840; ADP-Glo luminescence, 60 min; inhibition, % at 10 µM; 320,000 compounds, 0.1% hits; AID 2650;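 in the data active means inhibition above about 50%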;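 further: GST-tagged GSK-3 alpha with peptide substrate and 25 µM ATP; 0% = DMSO neutral wells and 100% = GW8510 positive control wells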
Target sequence (P49840 whole entry, looked up): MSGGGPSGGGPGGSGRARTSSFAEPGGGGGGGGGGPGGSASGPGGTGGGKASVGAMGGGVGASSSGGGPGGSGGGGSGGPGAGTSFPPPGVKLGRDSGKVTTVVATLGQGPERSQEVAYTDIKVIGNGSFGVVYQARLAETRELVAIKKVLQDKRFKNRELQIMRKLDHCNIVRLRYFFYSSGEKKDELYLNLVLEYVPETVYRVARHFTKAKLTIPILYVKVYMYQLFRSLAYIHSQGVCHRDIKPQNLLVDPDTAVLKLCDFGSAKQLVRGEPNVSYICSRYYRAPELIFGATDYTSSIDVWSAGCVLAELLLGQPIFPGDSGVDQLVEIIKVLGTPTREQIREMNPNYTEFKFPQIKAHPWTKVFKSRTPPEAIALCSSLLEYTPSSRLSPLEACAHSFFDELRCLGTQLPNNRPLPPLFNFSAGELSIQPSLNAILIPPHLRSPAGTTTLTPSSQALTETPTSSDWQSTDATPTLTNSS
AI-2 QS mod: Vibrio harveyi AI-2 quorum sensing modulation; AID 2094; activity change, % at 7.5 µM; Vibrio harveyi JMH597 AI-2 luminescence/OD600 ratio, 9 h; hits give low values; strain lacks LuxN and CqsS sensors; 0 = neutral-control median; 300,000 compounds, 0.4% hits; in the data active means activity change below about -75%, passing the limit was not always enough; inconclusive means no clear call, values can overlap the other calls;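 further: luminescence divided by OD600 gain over 9 h not by final OD600 alone; inactives centre near 13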
KLF5 inhibitor: kruppel-like factor 5 inhibition. DLD-1 KLF5 promoter-luciferase reporter, luminescence. 290,000 compounds, 0.23% hits. inhibition, % at 5 µM;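 active means inhibition above a per-plate limit of that plate's mean compound inhibition plus 3 SD, cut at about 60% in these data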;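 further: 0% = DMSO wells and 100% = LY294002 at 200 µM; higher means less KLF5 promoter-driven luciferase light; inactives centre near -14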
GSK3B inh: inhibitors of human GSK3beta kinase; GST-GSK3beta kinase, ADP-Glo luminescence, 60 min; hits give low values; 300,000 compounds, 0.038% hits; activity score (negative = inhibition), % at 10 µM; AID 2097;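 active means more than half of replicate wells score below -50%, meaning over 50% inhibition versus plate controls; inconclusive means some replicates but at most half score below -50%; inactive means no replicate scores below -50%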;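 further: 0% = median DMSO wells and -100% = median GW8510 positive control wells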
Target sequence (P49841 whole entry, looked up): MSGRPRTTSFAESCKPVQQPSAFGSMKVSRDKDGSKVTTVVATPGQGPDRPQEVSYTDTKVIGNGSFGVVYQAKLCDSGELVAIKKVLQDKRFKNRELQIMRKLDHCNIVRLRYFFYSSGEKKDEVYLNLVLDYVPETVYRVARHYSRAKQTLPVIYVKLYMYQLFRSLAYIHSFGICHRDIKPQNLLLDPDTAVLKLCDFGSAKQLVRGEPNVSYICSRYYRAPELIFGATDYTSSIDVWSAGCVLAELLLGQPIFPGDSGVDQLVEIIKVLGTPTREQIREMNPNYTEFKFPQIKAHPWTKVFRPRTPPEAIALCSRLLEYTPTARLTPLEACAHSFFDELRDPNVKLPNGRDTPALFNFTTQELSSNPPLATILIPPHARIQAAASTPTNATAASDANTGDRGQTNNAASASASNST
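Assay system: GST-tagged human GSK3beta kinase, cell-free; Input: 1.6 ng GSK3beta; Medium: Tris/MgCl2 kinase buffer; Timing: 60 min enzyme reaction, room temperature; Signal: ADP-Glo luminescence quantifying ADP generated by kinase; Evaluation: score relative to plate controls; Benchmarks: DMSO neutral wells and GW8510 at 20 µM as positive.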
HIF act: HIF pathway transcriptional activation; activation, % at 7.5 µM (by protocol); U2OS HRE-luciferase reporter, luminescence; normalized: DMSO 0%, desferrioxamine 100%; 300,000 compounds, 0.32% hits; AID 1910;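 active means mean activation of at least 10% of the iron chelator positive control signal, with at least half of replicates also reaching 10%; inconclusive means mean and replicate majority disagree about reaching 10%; inactive means mean and most replicates under 10%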
IEC-6 tox: kills IEC-6 intestinal cells in KLF5 counter-screen; IEC-6 cytotoxicity, luminescence viability; inhibition, % at 5 µM; 290,000 compounds, 0.78% hits; AID 1825; in the data active means inhibition above about 22%;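 further: 0% = plate median of test compound wells and 100% = cytotoxic reference compound wells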
Active calls of the source: *; ? = inconclusive; . = not tested or not shown.

SMILES	HSF1 inh	aSyn UTR inh	HSF-1 act	HSP90 inh	GSK3 alpha inh	AI-2 QS mod	KLF5 inhibitor	GSK3B inh	HIF act	IEC-6 tox
O=C(NCCSc1ccccc1)c1cccnc1	11	-100	34	-1	4	13	-116	-3	2.1	-1
CCOC(=O)N1CCC(NC(=O)c2cc3c(-c4ccc(OC)c(OC)c4)nn(C)c3s2)CC1	10	10	22	0	3	23	-10	-1	-0.7	-1
Cc1ccccc1CSc1nnc([C@@H]2CCCN2)o1	9	-19	7	0	8	-4	-20	-27	0.0	-6
COc1ccccc1/C=C/C=N/n1c(-c2ccc(Cl)cc2)n[nH]c1=S	7	7	5	-3	-1	12	-15	0	-0.2	-8
O=C(N/N=C/c1ccc(Cl)c([N+](=O)[O-])c1)c1cc(-c2ccccc2)nc2ccccc12	60	9	128*	0	1	12	7	-2	0.6	-8
CN(CCO)c1cc(Sc2nc3ccccc3s2)c2nonc2c1[N+](=O)[O-]	41	-21	?	3	0	-15	-4	-2	-3.7	-2
COc1ccccc1CN1CCCCC1C(=O)O (centres undefined)	-3	-10	-8	-3	2	6	-13	1	-0.2	0
CC(=O)c1c(C)[nH]c(C(=O)Nc2nccs2)c1C	15	-135	30	2	-1	8	-80	-3	3.4	11
O=C(Nc1ccccc1O)c1ccccc1O	12	-133	33	4	6	4	-58	2	0.9	2
CCOc1ccc(OCCC(=O)OCC(=O)N2CCN(S(=O)(=O)c3ccc(C)cc3)CC2)cc1	5	12	4	.	0	8	.	-27	-0.6	.
N#Cc1c(-c2ccc(F)cc2)ccnc1N1CCOCC1	0	-43	10	1	0	19	-21	1	1.1	0
COC(=O)c1ccc(CN2CCCC(CNC(=O)Cc3ccc(OC)cc3)C2)cc1 (centres undefined)	-8	13	12	5	-2	-1	-10	0	2.0	1
Cc1ccc(SCC(=O)NC2CCCCCC2)cc1	12	-57	27	-1	0	10	-60	-1	1.0	0
COc1ccc(S(=O)(=O)NC(N)=NCCc2ccc(OC)c(OC)c2)cc1	-1	2	14	-2	-2	15	-22	-3	0.0	0
O=C(CSc1ncnc2sc3c(c12)CCCC3)c1ccccc1	1	-77	15	0	-1	10	-12	1	-0.1	-1
O=S(=O)(/N=C(/Nc1ccccc1)C(F)(F)F)c1ccccc1	-3	-27	11	0	-1	9	-10	1	0.5	-7
Cc1nc2ccccc2n1CC(=O)NN	-8	-3	-8	4	-7	17	-8	-5	-0.2	9
COC(=O)c1sccc1NS(=O)(=O)c1ccc(F)cc1F	-7	-6	8	3	-2	-8	-35	0	0.3	1
Cc1[nH]n(-c2ccccc2)c(=O)c1C=Nc1ccc2[nH]c(=O)[nH]c2c1	3	1	19	1	-2	13	-44	2	-0.1	-2
CCOCCn1c(CN2CCN(C(=O)c3ccco3)CC2)nc2c1c(=O)n(C)c(=O)n2C	-7	24	-17	0	-1	11	-16	-3	-0.2	-7
O=C(NCc1ccco1)c1cc([N+](=O)[O-])ccc1N1CCOCC1	1	-8	2	-1	-1	25	-2	1	-0.1	4
COCCCn1c(SCc2nc3ccccc3c(=O)[nH]2)nc2ccccc2c1=O	8	15	19	0	0	1	-23	0	-0.3	6
CC1CCCCC1NC(=O)c1cccc(N2C(=O)C3C4C=CC(C4)C3C2=O)c1 (centres undefined)	-18	40	-24	-6	-1	27	-14	0	0.3	-3
CC(C)(CNC(=O)c1ccc(Br)o1)CNC(=O)c1ccc(Br)o1	2	6	-8	3	.	29	-27	-5	0.3	1
CCOC(=O)C1=C(C)NC(=O)NC1c1ccccc1 (centres undefined)	2	-10	13	-4	1	17	-23	-5	-1.4	-9
SMILES	HSF1 inh	aSyn UTR inh	HSF-1 act	HSP90 inh	GSK3 alpha inh	AI-2 QS mod	KLF5 inhibitor	GSK3B inh	HIF act	IEC-6 tox
O=C(NCc1cccnc1)C(=O)Nc1nccs1	1	-12	2	-1	-1	37	-27	1	-0.2	-8
COc1cc(C2NC(=O)NC(c3ccccc3)=C2C(C)=O)c(Br)cc1OCC(N)=O (centres undefined)	0	0	3	-4	2	16	-20	3	-0.6	-3
Cc1ccc(Oc2ccccc2/C=N/O)cc1	-3	24	6	-2	-2	2	29	-3	0.3	3
Cc1ccc(NC(=S)NCCSc2ccc(Cl)cc2)c(C)c1	-3	20	14	-3	1	17	-26	8	-0.2	2
CC(=O)Nc1ccc(S(=O)(=O)Nc2cccc3cccnc23)cc1	-5	-3	13	-2	-4	.	4	.	-2.3	-3
COc1ccc(NC(=O)CCCC(=O)OCC(F)(F)C(F)F)cc1	-7	11	1	2	-3	21	-7	4	-0.6	-4
N#Cc1c[nH]n2c(=O)cc(Cc3ccccc3)nc12	-3	-7	-5	-2	5	26	-1	1	-0.5	5
O=C(/C=C/c1ccc(S(=O)(=O)N2CCOCC2)cc1)NC(=S)Nc1ccc(Cl)cc1Cl	38	3	37	2	-4	19	-29	4	-0.2	-1
COc1ccc(C2CC(c3cccs3)=NN2C(=O)CSc2nc3ccccc3s2)cc1 (centres undefined)	0	2	34	0	2	14	-12	9	-9.5	-10
CCOC(=O)Cc1csc(NC(=O)CSc2nnc(-n3nc(C)cc3C)c3ccccc23)n1	6	-4	27	-2	0	-7	6	2	0.1	-6
CN(CC(=O)Nc1ccc(Cl)cc1)C(=O)CCc1c[nH]c2ccccc12	8	14	6	1	-5	32	-17	1	-0.2	-1
Cc1ccc(Nc2nnc(SCC(=O)Nc3cccc(S(=O)(=O)NC4=NCCCCC4)c3)s2)cc1	31	-55	86*	-1	7	4	-18	-4	0.5	-7
CSc1ccc(C(=O)C2CCCN(C(=O)c3ccc4c(c3)no[n+]4[O-])C2)cc1 (centres undefined)	20	-13	49	3	1	-6	10	-2	0.3	4
CSc1ccccc1C(=O)N1CCC(CCC(=O)NC2CC2)CC1	1	16	12	-4	-1	7	-7	-2	-0.2	0
CCC1CCCCN1CCCNC(=O)C1CCCN(c2nn3c(=O)cc(C)nc3s2)C1 (centres undefined)	-2	6	-6	-2	1	13	-11	-2	0.7	3
COc1ccc(CCOC(=O)c2ccc(N)c([N+](=O)[O-])c2)cc1	-7	-73	-3	-4	1	44	-32	-2	0.6	3
CC(C)(C)Cc1nnc(NC(=O)Cc2ccc([N+](=O)[O-])cc2)s1	-5	22	-2	-2	-2	16	-18	3	-0.4	0
O=P(Cc1ccncc1)(c1ccccc1)c1ccccc1	-5	1	4	0	-5	2	-7	-1	-0.3	2
CSc1ccccc1NC(=O)COC(=O)c1ccccc1Cc1ccccc1	11	-13	22	0	0	21	-9	1	-0.3	5
CC1CCN(C(=O)c2ccc(NS(=O)(=O)c3cccs3)cc2)CC1	2	-1	11	-1	-3	25	-6	-4	1.0	4
O=C(CNC1CCCCC1)Nc1cc(S(=O)(=O)N2CCOCC2)ccc1Cl	4	-2	3	1	-2	19	-23	1	-0.4	-1
COc1ccc(S(=O)(=O)N2Cc3ccccc3CC2C(=O)Nc2nccs2)cc1 (centres undefined)	9	-158	13	1	-2	19	-26	2	2.2	1
COc1cccc(OCC(O)CN2CCC(C)CC2)c1 (centres undefined)	-4	-12	8	-1	-3	27	-17	-3	0.5	-3
COc1cc(/C=C2\SC(N3CCCCC3)=NC2=O)cc(OC)c1OC	9	4	42	0	0	27	-4	0	-15	5
O=C(NCCc1ccncc1)c1ccc2nc(Cc3cccc(Cl)c3)oc2c1	8	-3	28	3	1	16	-33	0	-0.5	-9

Whole records as entered above. Screens in order: HSF1 inh | aSyn UTR inh | HSF-1 act | HSP90 inh | GSK3 alpha inh | AI-2 QS mod | KLF5 inhibitor | GSK3B inh | HIF act | IEC-6 tox
Cc1ccc(Oc2ccccc2/C=N/O)cc1 across the screens: -3 | 24 | 6 | -2 | -2 | 2 | 29 | -3 | 0.3 | 3
CSc1ccccc1NC(=O)COC(=O)c1ccccc1Cc1ccccc1 across the screens: 11 | -13 | 22 | 0 | 0 | 21 | -9 | 1 | -0.3 | 5

More structures follow.
SMILES	HSF1 inh	aSyn UTR inh	HSF-1 act	HSP90 inh	GSK3 alpha inh	AI-2 QS mod	KLF5 inhibitor	GSK3B inh	HIF act	IEC-6 tox
CC(=O)c1cc2c(cc1NC(=O)Cn1nc(C)c(C)c(C#N)c1=O)OCO2	-8	1	0	.	-1	9	.	1	0.1	.
CS(=O)(=O)N1CCCC(C(=O)N2CCc3ccccc3C2)C1 (centres undefined)	0	9	-2	-5	-1	11	-13	3	-0.1	1
CN(C)CCCNC(=O)/C(=C\C=C\c1ccccc1)NC(=O)c1ccc([N+](=O)[O-])cc1	2	6	7	-3	-3	7	-18	1	0.0	6
COc1ccc(/C=C/C(=O)c2ccc([N+](=O)[O-])o2)cc1	0	-62	-3	.	-1	4	.	0	-1.1	.
COc1ccc(NC(=O)c2sc3nc(C)nc(N4CCN(c5ccccn5)CC4)c3c2C)cc1Cl	11	17	39	1	-1	43	-11	-1	-0.6	2
Cc1cc2ccccc2n2c(SCC(=O)N3CCc4ccccc4C3)nnc12	6	18	29	-2	1	-5	5	-1	-1.9	-4
CCN(CC)CCNC(=O)C1c2ccccc2Oc2ccccc21	-4	-15	-10	3	-1	5	4	-1	0.5	2
Cc1cc(C(=O)NCCN2C(=O)S/C(=C\c3cccs3)C2=O)ccc1[N+](=O)[O-]	8	-24	34	1	-36	20	-8	1	0.3	4
Cc1ccc2nc(-c3cccc(NS(C)(=O)=O)c3)cc(-c3ccccc3)c2c1	10	14	14	2	0	18	-22	-2	-0.4	2
CCS(=O)(=O)N1CCC(C(=O)N2CCc3ccccc3C2)CC1	0	16	-6	-4	-4	18	-28	2	-0.1	-3
COc1ccc(C(OC(=O)c2c(C)noc2C)C(=O)NC2CCCC2)cc1 (centres undefined)	2	-2	-1	-1	1	-2	-9	2	0.0	-4
O=C(c1cccnc1)N1CCN(c2c(Cl)cccc2[N+](=O)[O-])CC1	-3	-6	23	0	10	0	-6	-6	0.2	1
O=C(CCC1CCCN(C(=O)CCC(F)(F)F)C1)NCc1ccc(F)c(F)c1 (centres undefined)	2	-13	15	2	1	14	-22	-1	0.1	5
COc1ccc(OC)c(Nc2nc(-c3sc(NC(=O)CC(C)C)nc3C)cs2)c1	2	?	1	2	1	54	-16	0	-0.7	5
COc1cc(/C=C2\SC(=S)N(NC(=O)c3ccccc3O)C2=O)ccc1O	-3	0	4	3	-1	37	-24	3	-0.2	2
O=C(Nc1cccc(F)c1)c1cc(S(=O)(=O)N2CCOCC2)cs1	-24	13	-36	0	-1	7	-19	-1	0.7	-4
Cc1ccc(CCNC(=O)c2ccc3nc4ccccc4c(=O)n3c2)cc1	-2	-47	-4	-3	0	19	-27	0	-0.9	0
Cc1ccc(S(=O)(=O)N(CC(=O)N2CCOCC2)CC(=O)N2CCOCC2)cc1	1	13	2	-2	-1	9	-4	-3	-0.4	1
CCCC(=O)Nc1nnc(-c2ccccc2)o1	-2	-19	14	3	1	10	-26	-4	0.1	-12

Compound activity deposited in PubChem by several laboratories.
